OX1R antag-1 – OX1R (human) antagonism; OX1R-expressing cells, FRET antagonist read-out; inhibition, % at 6.6 µM; 330,000 tested, 1.8% active; AID 485270; in the data active = inhibition mostly above about 38%, no sharp cut-off; inactive = mostly below about 40%;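 note: 0% = agonist challenge alone and 100% = reference antagonist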
Target sequence (O43613 whole entry, looked up): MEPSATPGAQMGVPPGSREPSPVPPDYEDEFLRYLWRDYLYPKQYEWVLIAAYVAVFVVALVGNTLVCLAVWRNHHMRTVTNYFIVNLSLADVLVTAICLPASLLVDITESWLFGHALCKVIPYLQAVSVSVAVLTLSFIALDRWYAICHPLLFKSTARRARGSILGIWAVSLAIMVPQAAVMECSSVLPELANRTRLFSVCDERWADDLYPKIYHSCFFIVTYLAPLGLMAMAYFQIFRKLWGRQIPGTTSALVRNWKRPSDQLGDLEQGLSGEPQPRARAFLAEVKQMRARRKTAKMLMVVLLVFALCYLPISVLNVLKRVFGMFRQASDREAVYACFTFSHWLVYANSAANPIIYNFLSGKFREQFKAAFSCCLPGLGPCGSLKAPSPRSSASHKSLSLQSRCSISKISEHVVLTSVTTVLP
OX1R antag-2 – blocks the human orexin 1 receptor; inhibition, % at 5 µM; AID 434989; O43613; 330,000 tested, 0.43% active; CHO/OX1R cells, Fluo-8 calcium fluorescence, orexin A;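 active = inhibition above its plate's threshold, mean inhibition of all tested compounds on the plate plus 3 SD, cut at about 37% in these data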;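 note: 0% = orexin A challenge wells and 100% = SB-334867-A antagonist wells; not every result past the cut was called active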
An asterisk follows results filed as active. No enrichment for hits. About 2.1% of those tested had a hit in this group.

Structure | OX1R antag-2 | OX1R antag-1
COc1ccc(CCNc2oc(Cc3ccccc3)nc2C#N)cc1OC | -26 | 30
O=C(COC(=O)c1ccc(O)cc1)Nc1ccc(S(=O)(=O)N2CCCC2)cc1 | -15 | 0
CCCCC(c1nnnn1Cc1ccco1)N1CCN(c2nc3ccccc3s2)CC1 (stereo unspecified) | -15 | 20
O=C(COC(=O)Cn1nc(-c2ccccc2)oc1=O)Nc1ccc(F)cc1 | -13 | 5
O=C(O)c1nc2nc(Cl)c(Cl)nc2[nH]1 | -10 | 18
COc1cccc(OC)c1C(=O)Nc1ccc([N+](=O)[O-])cn1 | -10 | 24
O=C(COC(=O)CNC(=O)c1ccccc1F)NCC(F)(F)F | -4 | 11
COc1cc(CN2CCCCCC2)cc(OC)c1OC | -10 | 2
O=C(Nc1ccc(C(F)(F)F)cn1)Nc1cccs1 | -18 | 6
ON=Cc1cccn1-c1ccccc1 | 2 | 19
O=C(CCC(=O)N1CCSc2ccccc21)Nc1cccc(F)c1 | -12 | -1
O=C(Nc1ccccn1)C1CCN(C(=O)Nc2ccccc2)CC1 | -4 | 12
Cc1cnc(CN(C)Cc2c(C(=O)N3CCCCCCC3)nc3ccc(Cl)cn23)[nH]1 | -29 | 1
C/C(N)=C(/C#N)C(=O)CSc1nc2cc(Cl)ccc2c(=O)n1Cc1ccco1 | -29 | 28
O=C(COC(=O)/C=C/c1ccccc1)NCC1CCCO1 (stereo unspecified) | -9 | 9
COc1cc(OC)cc(C(=O)NC(C(=O)NCc2ccccn2)C(C)C)c1 (stereo unspecified) | -23 | 9
COc1cccc(CNC(=O)CCC2CCCN(C(=O)CCC(F)(F)F)C2)c1 (stereo unspecified) | -22 | 22
COC(=O)c1cc(NC(C)=O)ccc1N1CCOCC1 | -10 | 15
O=C(Cc1ccc(F)cc1)Nc1nc(-c2ccc(F)cc2)cs1 | -3 | 12
O=C(NCc1ccco1)c1ccc(Cn2c(=O)c3sccc3n(Cc3cccc(F)c3)c2=O)cc1 | 0 | 16
Cn1cnc2cc(NCc3cccs3)ccc21 | -11 | 14
CC(C)OP(=O)(c1ccc(N(C)C)cc1)C(Nc1ccccc1)c1ccccc1 (stereo unspecified) | -30 | 10
COc1cc(CNCc2cccs2)ccc1OCC(N)=O | 5 | 2
COc1cc(/C=N/N2CCN(Cc3ccccc3)CC2)cc(OC)c1OC(C)=O | -20 | -1
CCCCN(C1CCS(=O)(=O)C1)S(=O)(=O)c1cccs1 (stereo unspecified) | -18 | 28
CC(C)Oc1ccc(C(=O)O)cc1 | 0 | 11
COC(=O)c1ccccc1NC(=O)CSc1nncn1C | -13 | 22
CCCC[C@H]1COCCS(=O)(=O)N1Cc1cccc(Cl)c1 | -32 | 29
Cc1cc(C(=O)CSc2nc3ccccc3[nH]2)c(C)n1Cc1ccco1 | 25 | 77*
CCN(CC)c1ccc(/C=C2\C(=O)c3ccc(C(=O)O)cc3C2=O)cc1 | 87* | 27
O=C(NC1CCCCCC1)c1ccc(Br)o1 | -8 | 8
CCOC(=O)C1=C(c2ccccc2)Nc2ncnn2C1c1cc(OC)ccc1OC (stereo unspecified) | -35 | 25
CCOC(=O)N1CCC(N(CCN(C)C)C(=S)Nc2cc(Cl)ccc2C)CC1 | -17 | 4
CC12CCC(C(=O)Nc3ccccc3Br)(C/C1=N\O)C2(C)C (stereo unspecified) | -21 | 5
O=c1c2ccccc2nnn1CSc1nnc2sc3ccccc3n12 | -23 | 23
CSc1ccc(C2Nc3cccc4cccc(c34)N2)cc1 | -3 | 14
Cc1ccc(S(=O)(=O)N/N=C/c2cccc3nccnc23)cc1 | -1 | 12
CC(C)C(=O)Nc1nnc(CCc2ccccc2)s1 | -33 | 7
CC(OC(=O)c1ccc2c(c1)OCCO2)C(=O)NC1CCCCC1C (stereo unspecified) | -20 | 13
NC(=O)c1cccnc1Oc1ccccc1 | -1 | 19
O=C1CCCN2N=C(SCC(=O)Nc3ccc(F)cc3F)SC2=N1 | -7 | 15
COc1ccccc1CN1C(=O)CN(C2CCCCCC2)C(=O)C1c1ccc(F)cc1 (stereo unspecified) | -21 | 2
O=S(=O)(c1ccccc1)c1nc(-c2ccccc2)oc1N1CCOCC1 | -29 | 4
S=C(NCc1ccccc1)N1CCN(Cc2ccc3c(c2)OCO3)CC1 | -27 | 6
CC(C)OCCCNC(=O)c1cc2c(=O)n(C)c3ccccc3c2n1C | -24 | 7
CCCC(=O)N1CCN(c2ccc(NC(=O)c3cccs3)cc2)CC1 | -9 | 17
CC(NC(=O)CN1C(=O)NC2(CCc3ccccc32)C1=O)c1ccccc1 (stereo unspecified) | -23 | -2
CCC(=O)Oc1ccc2c(c1)O/C(=C\c1ccco1)C2=O | 5 | 8
Cc1cc(C)nc(N2CCC(C(=O)NCCc3ccccc3)CC2)n1 | -14 | 3
CN(CC(=O)Nc1ccc(Cl)c(Cl)c1)C(=O)C1CCCC1 | -4 | 8
O=C(NCCN1CCOCC1)c1cc2cc([N+](=O)[O-])ccc2s1 | -1 | 41
CCOC(=O)c1[nH]c(C)c(C(=O)OCC(=O)N(C)C2CCS(=O)(=O)C2)c1C (stereo unspecified) | 0 | 3
Cc1cc(F)c(F)c(C(=O)N2CCOCC2)c1 | -8 | 27
CCCCC(=O)Nc1sc2c(c1C(N)=O)CCC2 | -8 | 17
COc1ccc(NC(=O)c2cccc(Cn3cc(Br)cn3)c2)cn1 | -16 | 7
CCCCCn1c(CN2CCN(C(=O)OCC)CC2)nc2c1c(=O)n(C)c(=O)n2C | -12 | 13
COc1ccc(NC(=O)C/C(C)=N/NC(=O)C(=O)NC(C)C)c(OC)c1 | -28 | 22
Cc1ccc2[nH]c(C(=O)N/N=C/c3ccccc3C(=O)O)c(-c3ccccc3)c2c1 | -23 | 3
Cc1[nH]n(C(C)(C)C)c(=O)c1Sc1ccccc1 | -1 | 1
CCCc1nnc(NC(=O)CCC(=O)NCc2ccc(Cl)cc2Cl)s1 | -17 | -1

(more compounds)
Structure | OX1R antag-2 | OX1R antag-1
O=C(Cc1ccccc1)NCCC1=CCCCC1 | -9 | 7
COc1ccc(C(=O)C2CCCN(C(=O)c3noc4c3CCCC4)C2)cc1F (stereo unspecified) | -20 | 21
CCOC(=O)N1CCN(C(=O)c2ccc3c(=O)n(CCc4ccccc4)c(=S)[nH]c3c2)CC1 | -33 | 14
CCOc1ccc(/C=N/n2nnnc2N)cc1OCC | -10 | 17
CCOC(=O)C1CCN(C(=O)C2(NC(=O)Nc3ccccc3Cl)CCCCC2)CC1 | -21 | 26
COc1ccccc1N1CCN(C(CNS(=O)(=O)c2cccs2)c2cccnc2)CC1 (stereo unspecified) | -27 | 3
CCOC(=O)Cc1c(Sc2ccccc2)c2cc(C)ccc2n1C | -33 | 12
Cc1ccc2c(c1)C(c1ccc([N+](=O)[O-])cc1)=NNC(c1ccc(Br)cc1)=N2 | -15 | 10
O=C(O)/C(=C/c1ccco1)NC(=O)c1ccc(Br)o1 | 3 | 8
COc1ccc(CCNC(=O)C(C(=O)c2ccc(F)cc2)n2ccccc2=O)cc1OC (stereo unspecified) | -16 | 9
CC(C(=O)NC1C=CS(=O)(=O)C1)N1C(=O)/C(=C\c2ccccc2)SC1=S (stereo unspecified) | -4 | 13
CCCCOC(=O)c1ccc(N2C(=O)CC(N3CCN(C/C=C/c4ccccc4)CC3)C2=O)cc1 (stereo unspecified) | -14 | -2
NC(=S)N/N=C\c1c2ccccc2cc2ccccc12 | -3 | 27
CCN1CCN(c2ccc(S(=O)(=O)N3CCOCC3)cc2N)CC1 | -8 | 1
COc1ccc(C(=O)Nc2ccccc2N2CCCC2)cc1 | -34 | -1

The final 4 records of the section before come first, to join the parts:
Structure | OX1R antag-2 | OX1R antag-1
CCCCOC(=O)c1ccc(N2C(=O)CC(N3CCN(C/C=C/c4ccccc4)CC3)C2=O)cc1 (stereo unspecified) | -14 | -2
NC(=S)N/N=C\c1c2ccccc2cc2ccccc12 | -3 | 27
CCN1CCN(c2ccc(S(=O)(=O)N3CCOCC3)cc2N)CC1 | -8 | 1
COc1ccc(C(=O)Nc2ccccc2N2CCCC2)cc1 | -34 | -1
Cc1cc(O)c(-c2ccno2)cc1Cl | 6 | 29
COc1ccc(N2C(=O)C(OC(C)=O)C2c2ccc(C)cc2)cc1 (stereo unspecified) | -8 | 29
CCCCN(C(=O)C1CC(=O)N(CCc2ccc(OC)c(OC)c2)C1)c1c(N)n(CCCC)c(=O)[nH]c1=O (stereo unspecified) | -18 | 9
CC1CCCCN1C(=O)CCC(=O)Nc1nnc(C2CCCCC2)s1 (stereo unspecified) | -33 | 2
CNc1ccc(Br)cc1C(O)c1ccccc1 (stereo unspecified) | -18 | 16
O=C(Nc1ccc(OCC(F)(F)C(F)F)c(C(F)(F)F)c1)c1ccccc1O | 66* | 85*
COc1ccc(N2CCN(C(=O)NCc3ccc(C)cc3)CC2)cc1 | -23 | 16
CC(C)CN(C(=O)COC(=O)CNC(=O)c1sc2ccccc2c1Cl)C1CCS(=O)(=O)C1 (stereo unspecified) | -36 | 11
CC(=O)Nc1ccc(S(=O)(=O)NC2(C(F)(F)F)C(=O)Nc3c2c(=O)n(C)c(=O)n3C)cc1 (stereo unspecified) | -8 | 13
CCOC(=O)C1=C(C)OC(N)=C(C#N)C1c1cccs1 (stereo unspecified) | -18 | 17
CC(/C=C1\N=C(SCc2ccccc2)SC1=O)=C\c1ccccc1 | -11 | 21
Cc1ccc(C(C)NC(=O)/C(C#N)=C\c2c(C)[nH]c3ccccc23)cc1 (stereo unspecified) | -5 | 18
O=Cc1cccc(OC(=O)c2ccc(Cl)cc2Cl)c1 | -15 | 8
CCC/C(O)=C1\C(=O)CC(c2ccccc2)CC1=NC (stereo unspecified) | -21 | 10
O=C(CCS(=O)(=O)c1cccc2nsnc12)N1CCN(Cc2ccc3c(c2)OCO3)CC1 | -19 | 22
COc1cc(OC)c2ccc(=O)oc2c1C(CC(=O)N1CCCC1)c1ccc2c(c1)OCO2 (stereo unspecified) | -34 | 37
O=[N+]([O-])c1ccc(Nc2nc(NCCO)nc(N3CCCC3)n2)cc1 | -18 | 5
COc1ccc(CCNC(=O)Nc2ccc(F)cc2F)cc1OC | -6 | 13
COc1cccc(N(C(=O)c2csnn2)C(C(=O)NC2CCCC2)c2ccccc2)c1 (stereo unspecified) | -18 | 35
COc1cc(NC(=O)c2ccccc2)c(C)cc1NC(=O)CC(CC(=O)O)c1ccccc1 (stereo unspecified) | -6 | 10
CC(=O)Nc1ccc(S(=O)(=O)N(C)Cc2ccccc2)cc1 | -1 | 20
CCCCn1c(CN2CCN(C)CC2)nc2ccccc21 | -20 | 10
O=C(C(Sc1ccccc1)c1ccccc1)N1CCN(c2ccccc2)CC1 (stereo unspecified) | -35 | 24
CC(=O)c1c(C)[nH]c(C(=O)Nc2nc(-c3ccc(-c4ccccc4)cc3)cs2)c1C | 30 | 14
CN1C(c2ccc(F)cc2)=CS/C1=C(\C#N)c1nnc2n1-c1ccccc1SC2 | -6 | 36
CC(=O)NCC(=O)N(Cc1ccco1)C1(C(=O)NC2CCCC2)CCCCC1 | -22 | 8
CN(C)c1ccc(C(=O)/C=C/c2ccc(Br)cc2)cc1 | -29 | 17
Nc1ccc(-c2nc3ccc(-c4nc5ccccc5o4)cc3[nH]2)cc1 | 38 | 57
COc1cc(/C=c2\sc3n(c2=O)C(c2ccccc2)C(c2ccccc2)=NN=3)ccc1O (stereo unspecified) | -28 | 15
Cc1ccc(NC(=O)c2cc(-c3ccc(F)cc3)on2)cc1C | -8 | 20

Reprinted at random: 5 records from the list, in no set order.
Structure | OX1R antag-2 | OX1R antag-1
Nc1ccc(-c2nc3ccc(-c4nc5ccccc5o4)cc3[nH]2)cc1 | 38 | 57
CN(C)c1ccc(C(=O)/C=C/c2ccc(Br)cc2)cc1 | -29 | 17
O=[N+]([O-])c1ccc(Nc2nc(NCCO)nc(N3CCCC3)n2)cc1 | -18 | 5
COc1cc(/C=c2\sc3n(c2=O)C(c2ccccc2)C(c2ccccc2)=NN=3)ccc1O (stereo unspecified) | -28 | 15
O=C(C(Sc1ccccc1)c1ccccc1)N1CCN(c2ccccc2)CC1 (stereo unspecified) | -35 | 24

(cont.)
Structure | OX1R antag-2 | OX1R antag-1
Cn1cc(CN2C[C@]3(C)C[C@H]2CC(C)(C)C3)c(-c2ccc3c(c2)OCCO3)n1 | -19 | 21
O=C(Nc1cccc(S(=O)(=O)NC2=NCCC2)c1)c1cc(-c2ccco2)nc2ccccc12 | -2 | 6
CCOC(=O)C1CCN(CC(O)COCc2ccccc2)CC1 (stereo unspecified) | -20 | -1
COC(=O)COc1cccc2c(=O)n(CC(=O)N3CCCCC3)ccc12 | -22 | 11
CC(C)c1ccc(OCC(=O)NC(C)c2ccccc2)cc1 (stereo unspecified) | -6 | 22
NNc1nc2c(F)cc(F)cc2s1 | -18 | 33
COC(=O)c1ccccc1NC(=S)NC(=O)c1ccccc1C | -33 | 11
Cn1c(=O)oc2cc(S(=O)(=O)Nc3ccccc3)ccc21 | -14 | 4
COc1ccc(CN2CCN(C)CC2)cc1OCc1ccccc1 | -8 | 5
O=C1c2ccccc2S(=O)(=O)c2cc(C(=O)N3CCC(O)CC3)ccc21 | -3 | 75*
COc1ccc(C2c3ccc(O)cc3Oc3ncn4nc(-c5cccnc5)nc4c32)cc1OC (stereo unspecified) | -13 | 14
COc1ccc2c(C)cc(=O)[nH]c2c1 | -10 | 9
CCOC(=O)N1CCN(C(=O)CN2C(=O)COc3ccc(C(C)(C)C)cc32)CC1 | -21 | 10
C[C@H](N)C(=O)NC[C@H]1O[C@@H](n2cnc3c(N)ncnc32)[C@H](O)[C@@H]1O | -13 | 7
Cc1ccccc1NC(=O)CN(c1ccc(F)cc1)S(C)(=O)=O | -8 | 16
COc1ccc(C2CC(=O)C(C3NCCc4ccccc43)=C(O)C2n2cncn2)cc1 (stereo unspecified) | -7 | 7
COc1ccc(C(=O)C2CCCN(C(=O)c3ccnn3C)C2)cc1OC (stereo unspecified) | -10 | 3

Screening results from PubChem.
